Screening data from PubChem BioAssay.
MazF activator: activators of E. coli MazEF toxin-antitoxin RNase, primary screen, biochemical, fluorescence, uHTS. Endoribonuclease toxin MazF (Escherichia coli (strain K12)), P0AE70. FAM/BHQ RNA-DNA oligo cleavage fluorescence, 5 h. activation, % at 20 µM. hit rate 0.32% among 350,000; in the data active = activation above about 50%
Target sequence (P0AE70 whole entry, looked up): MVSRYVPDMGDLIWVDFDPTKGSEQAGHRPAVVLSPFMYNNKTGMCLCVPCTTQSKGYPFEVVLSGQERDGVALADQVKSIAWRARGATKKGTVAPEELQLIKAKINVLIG
FBA Mtb inh: Mtb FBA enzyme inhibitors, primary screen, biochemical, fluorescence, strain H37Rv; purified M. tuberculosis FBA, fluorescence read-out; inhibition, % at 1 µM; hit rate 2.3% among 360,000; AID 588726, 2011; in the data active = inhibition above about 27%;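 note: 0% = vehicle and 100% = reference inhibitor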
Target sequence (P9WQA3 whole entry, looked up): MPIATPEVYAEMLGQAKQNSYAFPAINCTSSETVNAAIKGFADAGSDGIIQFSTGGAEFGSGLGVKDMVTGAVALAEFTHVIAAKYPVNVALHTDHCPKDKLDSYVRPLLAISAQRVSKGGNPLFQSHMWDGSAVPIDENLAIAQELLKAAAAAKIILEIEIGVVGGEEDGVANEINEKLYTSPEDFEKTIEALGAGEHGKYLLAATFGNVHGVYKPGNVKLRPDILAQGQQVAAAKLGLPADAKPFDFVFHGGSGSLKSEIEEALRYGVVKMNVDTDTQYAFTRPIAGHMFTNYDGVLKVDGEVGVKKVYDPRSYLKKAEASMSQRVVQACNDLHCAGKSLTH
BoNT F protease: BoNT/F light chain protease inhibitors, primary screen, biochemical, flow cytometry, MLPCN library | hit rate 0.22% among 360,000 | inhibition, % at 10 µM | Multiplex microsphere protease cleavage assay; in the data active = inhibition above about 35%, passing the limit was not always enough; inconclusive = no clear call, values can overlap the other calls; note: plate controls were buffer without enzyme for full effect and enzyme alone for no effect
Rv3671c protease: Rv3671c serine protease inhibitors, primary screen, biochemical, fluorescence polarization, M. tuberculosis H37Rv; inhibition, % at 5.96 µM; hit rate 0.048% among 320,000; in the data active = inhibition above about 38%;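 note: extracellular domain of Rv3671c used as enzyme; 0% = enzyme with DMSO and 100% = no enzyme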
Target sequence (P9WHR9 whole entry, looked up, the tested form may be a part): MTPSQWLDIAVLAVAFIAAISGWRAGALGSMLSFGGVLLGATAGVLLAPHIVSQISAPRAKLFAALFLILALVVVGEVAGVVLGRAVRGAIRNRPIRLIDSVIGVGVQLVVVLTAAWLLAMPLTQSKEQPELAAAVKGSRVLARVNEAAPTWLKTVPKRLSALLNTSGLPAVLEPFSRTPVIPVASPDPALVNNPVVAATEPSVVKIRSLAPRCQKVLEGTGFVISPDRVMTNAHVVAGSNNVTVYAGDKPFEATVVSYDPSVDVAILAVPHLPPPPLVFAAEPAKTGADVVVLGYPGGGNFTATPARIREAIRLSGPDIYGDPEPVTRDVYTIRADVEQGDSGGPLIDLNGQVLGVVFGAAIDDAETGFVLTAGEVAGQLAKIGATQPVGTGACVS
GDH-TPI inh: GDH-TPI coupling enzyme inhibitors, primary screen, artefact control for M. tuberculosis FBA inhibitor project, biochemical, absorbance, full deck; GDH-TPI coupled enzyme counterscreen, NADH absorbance; AID 588335, 2011; hit rate 1.2% among 360,000; inhibition, % at 4.8 µM; in the data active = inhibition above about 30%;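 note: 0% = DMSO wells and 100% = wells lacking the enzyme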
FadD28 binding: inhibitors of FadD28 bisubstrate probe binding, primary screen, biochemical, fluorescence polarization, single point; Mycobacterium tuberculosis FadD28 fatty-acid-AMP ligase; inhibition, % at 12.5 µM; hit rate 0.22% among 360,000; in the data active = inhibition above about 8.5%, passing the limit was not always enough; inconclusive = no clear call, values can overlap the other calls
PrPC surface inh: inhibitors of human cell surface prion protein PrPC, primary screen, cell-based, TR-FRET; hit rate 0.43% among 370,000; AID 720596, 2013; inhibition, % at 13.8 µM; Major prion protein (Homo sapiens), P04156; TR-FRET read-out; in the data active = inhibition above about 24%; note: 0% = median of the test wells and 100% = reference compound wells
BioA inh: M. tuberculosis BioA enzyme inhibitors, primary screen, biochemical, plate reader, single point, HTS; purified M. tuberculosis BioA enzyme; hit rate 0.096% among 360,000; AID 602481, 2012; inhibition, % at 9.99 µM; 7,8-diaminopelargonic acid synthase BioA (Mycobacterium tuberculosis); in the data active = inhibition above about 40%; inconclusive = no clear call, values can overlap the other calls
Mtb UGM inh: M. tuberculosis UGM enzyme inhibitors, primary screen, biochemical, fluorescence polarization, single point; UDP-galactopyranose mutase (Mycobacterium tuberculosis (strain ATCC 25618 / H37Rv)), …; purified UGM, fluorescence polarization probe displacement; inhibition, % at 10 µM; hit rate 0.06% among 320,000; in the data active = inhibition above about 10%, passing the limit was not always enough; inconclusive = no clear call, values can overlap the other calls
* = called active by the depositor; ? = inconclusive; nt = not tested or not shown.

cpd	molecule	MazF activator	FBA Mtb inh	BoNT F protease	Rv3671c protease	GDH-TPI inh
1	Cc1ccc(C)c(COc2coc(CN3CCN(C(=O)c4ccco4)CC3)cc2=O)c1	-5	4	?	3	9
2	O=S(=O)(c1ccc(Cl)cc1)N1CCC2(CC1)OCCN2S(=O)(=O)c1cccs1	-2	-3	nt	nt	-4
3	O=C(Cc1ccccc1)Nc1ccc2c(c1)CCC2	-1	1	0	1	6
4	Cc1ccc(Oc2cc(-n3nc(C)cc3C)ncn2)cc1	0	-3	-1	4	4
5	O=C(CC1=NC2(CCCC2)Cc2ccccc21)N1CCOCC1	-6	0	0	-4	9
6	CCOc1ccc(-n2cc(-c3ccccc3)c3c(SC(C)C(=O)OC)ncnc32)cc1 (stereo not given)	11	-1	-6	-24	7
7	CCOc1ccccc1N(CC(=O)NC1CCCCC1)C(=O)CCC(=O)Nc1nccs1	2	4	-4	5	-2
8	Cc1cccc(NC(=S)N(C)C2(c3ccccc3Cl)CCCCC2=O)c1 (stereo not given)	1	4	0	3	-2
9	CCc1cc(C(=O)N2CCc3c([nH]c4ccccc34)C2c2ccc(OC)cc2F)no1 (stereo not given)	10	1	-6	-6	-1
10	CC(CC(=O)Nc1ccc2c(c1)c(=O)n(C)n2-c1ccc2ccccc2c1)C(F)(F)F (stereo not given)	nt	6	1	nt	8

cpd	FadD28 binding	PrPC surface inh	BioA inh	Mtb UGM inh
1	-1.4	5	-0.5	-1.0
2	-3.0	-2	nt	nt
3	-1.9	-3	nt	-0.7
4	-0.5	4	-1.3	0.9
5	-2.4	8	0.0	1.8
6	0.2	2	-1.0	0.9
7	-1.1	2	-2.5	-1.4
8	-7.0	2	-0.2	1.1
9	0.7	7	nt	-2.7
10	-3.2	0	-0.6	nt

(list continues)
cpd	molecule	MazF activator	FBA Mtb inh	BoNT F protease	Rv3671c protease	GDH-TPI inh
11	C(#Cc1ccccc1)CN1CCCCC1	4	1	0	-4	-8
12	COC(=O)c1cc(S(=O)(=O)N2CCN(c3ccc([N+](=O)[O-])cc3)CC2)c[nH]1	-30	-6	6	-6	10
13	Cc1ccc(Cl)cc1N1CCN(C(=O)C(C)n2ncn3cccc3c2=O)CC1 (stereo not given)	6	5	1	1	7
14	FC(F)(F)c1ccccc1NC(=S)Nc1ccccc1	-2	11	-37	-2	14
15	COc1cc2c(cc1OC)C(C)N(C(=O)C1COc3ccccc3O1)CC2 (stereo not given)	5	-4	?	-5	-12
16	CC(OC(=O)c1ccc(-n2cnnn2)cc1)C(=O)NCc1ccccc1 (stereo not given)	-2	-2	7	0	5
17	CCCNS(=O)(=O)c1ccc(CCC(=O)NCCc2ccc(OC)c(OC)c2)cc1	1	3	0	3	5
18	CCOC(=O)C1(Cc2ccc(OC)cc2)CCN(C(=O)c2cncs2)CC1	4	0	0	-11	2
19	CC(OC(=O)c1ccc([N+](=O)[O-])o1)C(=O)NC1CCCCC1C (stereo not given)	-3	2	-2	-18	6
20	CCOC(=O)c1c(CSc2ccccc2)n(C)c2ccc(O)c(CN3CCOCC3)c12	-3	0	-6	1	10

cpd	FadD28 binding	PrPC surface inh	BioA inh	Mtb UGM inh
11	-3.4	6	nt	-1.7
12	-1.1	3	-1.7	3.2
13	-1.5	5	6.5	-2.7
14	-0.6	0	0.5	-4.0
15	-4.2	5	0.8	-1.0
16	-3.7	-2	-0.2	-0.1
17	-1.6	2	nt	0.7
18	0.0	-5	nt	-0.3
19	-0.7	3	-1.7	-1.0
20	-0.5	2	-0.1	-1.4

Continuation:
cpd	molecule	MazF activator	FBA Mtb inh	BoNT F protease	Rv3671c protease	GDH-TPI inh
21	O=C(CCC1CCN(Cc2ccc(Cl)cc2)CC1)NC1CC1	8	8	?	-4	1
22	COc1ccc(S(=O)(=O)N2CCOCC2)cc1N(C)S(=O)(=O)c1ccc(C)cc1	-5	0	1	-5	-8
23	COc1cccc(Nc2nc(NCCO)c3ccccc3n2)c1	3	2	-2	1	-8
24	CC1CCCCN1C(=O)COC(=O)c1ccc(N2CCCC2=O)cc1 (stereo not given)	-3	-1	0	3	-11
25	CCNc1nc(NCC)nc(SCC(C)=O)n1	2	-2	-7	8	-1
26	Cc1onc(-c2c(Cl)cccc2Cl)c1C(=O)ONC(=O)c1cc(C(F)(F)F)cc(C(F)(F)F)c1	5	3	?	-4	3
27	Cc1cccc2c1c(N=NC(N)=S)c(O)n2C1OC(CO)C(O)C(O)C1O (stereo not given)	2	0	-18	-1	21
28	CC1(C(=O)NCc2cccnc2)CCC(=O)N1CCc1ccccc1 (stereo not given)	4	6	-9	-4	-8
29	C(=N\Nc1ncnc2nc[nH]c12)/c1cccs1	6	3	-3	5	30
30	CCCn1c(NC(=O)c2ccc(C)cc2)nc2ccccc21	6	7	-9	6	25

cpd	FadD28 binding	PrPC surface inh	BioA inh	Mtb UGM inh
21	1.3	-12	0.9	-1.6
22	-1.9	1	0.8	-0.7
23	nt	-3	nt	-1.0
24	-3.3	4	-1.3	-2.9
25	-1.3	-6	-2.3	-1.2
26	-1.1	6	1.0	2.9
27	-0.5	-11	0.2	1.7
28	0.5	3	-1.6	-1.3
29	-0.1	-6	3.2	4.2
30	-2.8	0	-2.2	1.0

Arranged by heavy-atom count (low to high): five of the compounds above.
cpd	molecule	MazF activator	FBA Mtb inh	BoNT F protease	Rv3671c protease	GDH-TPI inh
25	CCNc1nc(NCC)nc(SCC(C)=O)n1	2	-2	-7	8	-1
21	O=C(CCC1CCN(Cc2ccc(Cl)cc2)CC1)NC1CC1	8	8	?	-4	1
28	CC1(C(=O)NCc2cccnc2)CCC(=O)N1CCc1ccccc1 (stereo not given)	4	6	-9	-4	-8
27	Cc1cccc2c1c(N=NC(N)=S)c(O)n2C1OC(CO)C(O)C(O)C1O (stereo not given)	2	0	-18	-1	21
26	Cc1onc(-c2c(Cl)cccc2Cl)c1C(=O)ONC(=O)c1cc(C(F)(F)F)cc(C(F)(F)F)c1	5	3	?	-4	3

cpd	FadD28 binding	PrPC surface inh	BioA inh	Mtb UGM inh
25	-1.3	-6	-2.3	-1.2
21	1.3	-12	0.9	-1.6
28	0.5	3	-1.6	-1.3
27	-0.5	-11	0.2	1.7
26	-1.1	6	1.0	2.9

(listing goes on)
cpd	molecule	MazF activator	FBA Mtb inh	BoNT F protease	Rv3671c protease	GDH-TPI inh
31	CO/N=C/C(C#N)=C/c1cc(C(=O)c2ccc(F)cc2)cn1C	-146	-1	0	5	15
32	O=[N+]([O-])c1ccc(O)c(C2CCCCC2)c1	0	-9	4	nt	8
33	O=C(C1CCC(CNS(=O)(=O)c2ccccc2)CC1)N1CCCCC1 (stereo not given)	0	0	-6	3	7
34	COc1cc(C(=O)OCc2nc3ccsc3c(=O)[nH]2)c([N+](=O)[O-])cc1OC	0	-1	20	8	6
35	CCO/C=N/c1c(C#N)c2c(c(=S)n1C)COC(C)(C)C2	5	-1	-5	-5	18
36	COCCN(CCOC)Cc1cc(=O)oc2cc(OC)ccc12	nt	3	0	nt	nt
37	CS(=O)(=O)N(CC(=O)N1CCN(c2ccccc2F)CC1)c1ccc2c(c1)OCCO2	-1	-1	2	2	-6
38	COc1ccc([C@H]2CC(=O)C=C(c3ccc4c(c3)OCO4)C2)cc1	-5	2	-4	1	22
39	CC(=O)Cc1nsc(NC(=O)c2ccccc2)n1	-5	0	5	8	13
40	Cc1ccc(NC(=O)CNC(=O)c2ccco2)cc1	-2	3	9	-2	9

cpd	FadD28 binding	PrPC surface inh	BioA inh	Mtb UGM inh
31	-1.9	8	nt	-0.4
32	-0.3	-9	2.4	nt
33	0.3	7	-0.3	-1.7
34	-2.4	4	-0.7	-1.8
35	-1.5	-8	-0.5	-0.8
36	-4.2	-4	1.1	nt
37	-4.8	-3	2.0	nt
38	-3.0	-5	-0.3	-0.6
39	-2.0	9	-0.2	0.4
40	-0.3	-6	-2.1	2.6

Next section
cpd	molecule	MazF activator	FBA Mtb inh	BoNT F protease	Rv3671c protease	GDH-TPI inh
41	c1ccc2c(c1)CCN(C1=Nc3cccc4cccc1c34)C2	-19	3	-5	nt	-3
42	CCn1c(COc2ccc(C)cc2)nnc1SCC(=O)NCc1ccco1	-1	1	0	0	10
43	Cc1cccc(-n2cc(-c3ccccc3)c3c(N4CCOCC4)ncnc32)c1	5	-2	0	4	5
44	COc1cc(O)c(C(CCN2CCN(c3ccccc3)CC2)c2cc(OC)c(OC)c(OC)c2)c(OC)c1 (stereo not given)	-2	2	-9	5	-4
45	Cc1ccc2c(c1)sc1nc(=O)ccn12	13	7	-23	-2	8
46	CC1(C)C(=O)C=C(N2CCCCC2)c2ccccc21	-3	-3	-6	nt	14
47	CSc1ccccc1NC(=O)CSc1cccc[n+]1[O-]	5	5	-1	10	6
48	O=C(/C=C/c1ccccc1)OCCN1C(=O)c2ccccc2C1=O	-2	1	-26	-15	1
49	CCOc1ccccc1CNC(=O)c1cc2occc2n1C	-2	1	-8	5	6
50	Cc1cccc(NS(=O)(=O)c2c(C(=O)N3CCOCC3)c(C)n(C)c2C)c1C	3	5	6	-2	11
51	CC(=O)c1ccccc1OC(=O)c1ccc([N+](=O)[O-])o1	-6	-1	?	9	25
52	COc1ccccc1C(c1nnnn1CS(=O)(=O)c1ccc(C)cc1)N1CCSCC1 (stereo not given)	5	-2	4	11	-5

cpd	FadD28 binding	PrPC surface inh	BioA inh	Mtb UGM inh
41	-8.6	-2	nt	nt
42	-0.1	-1	nt	-1.5
43	-3.2	-6	-0.5	3.5
44	-0.9	-2	-0.5	1.8
45	-1.7	3	11	-2.5
46	-4.3	3	2.1	nt
47	-2.2	6	0.8	0.0
48	-1.8	0	nt	3.6
49	2.1	-5	0.0	-0.9
50	2.0	-3	0.3	-1.6
51	-2.9	-24	-1.1	-0.4
52	-4.3	1	-0.7	-2.0
